# High-throughput results (PubChem)
# B2AR arrestin – agonists driving beta-arrestin recruitment to human beta2-adrenergic receptor; P07550; beta-arrestin recruitment to beta2AR, cell-based reporter; Potency, µM (doses to about 46.1 µM), for inactives: at the highest dose activation, hits mostly activators; hit rate 0.02% among 330,000; AID 492947;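 note: potency is the fitted concentration of half-maximal effect; 0% = DMSO controls and full agonism = EC100 isoproterenol or metaproterenol; nearly all actives have a fitted effect of over 65% in size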
# Target sequence (P07550 whole entry, looked up): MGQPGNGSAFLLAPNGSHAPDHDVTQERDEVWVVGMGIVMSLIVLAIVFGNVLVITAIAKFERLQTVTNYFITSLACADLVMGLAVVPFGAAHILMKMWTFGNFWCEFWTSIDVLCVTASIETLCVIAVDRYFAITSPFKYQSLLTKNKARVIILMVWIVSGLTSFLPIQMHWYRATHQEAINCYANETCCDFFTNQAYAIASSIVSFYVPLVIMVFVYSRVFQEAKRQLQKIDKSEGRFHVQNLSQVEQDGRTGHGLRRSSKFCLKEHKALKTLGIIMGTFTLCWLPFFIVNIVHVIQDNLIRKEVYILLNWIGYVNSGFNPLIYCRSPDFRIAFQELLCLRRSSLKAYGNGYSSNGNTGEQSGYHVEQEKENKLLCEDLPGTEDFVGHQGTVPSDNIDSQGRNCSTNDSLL
# KCNH2 WT inh – inhibitors of human wildtype KCNH2 potassium channel. hit rate 0.37% among 340,000. U2OS, BacMam KCNH2, thallium flux FluxOr; hits give low values. Q12809. activity change, % at 1.84 µM;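 active = maximum activity change below -70%; inconclusive = maximum activity change between -70% and -50%; inactive = maximum activity change above -50%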; note: % is set by controls: 0 for no effect and ±100 for the full control effect
#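 U2OS cells transduced with wild-type KCNH2 virus are loaded with FluxOr dye for 45 min, and thallium flux is measured in kinetic reads before and after stimulation buffer. Rate constants are normalized to DMSO controls.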
# TRPV1 agonist – activates the human vanilloid receptor TRPV1. Q8NER1. activation, % at 8.33 µM. hit rate 0.19% among 320,000. TRPV1-expressing cells, Fluo-8 calcium influx, agonist mode. AID 540275; in the data active = activation above about 80%; inconclusive = between about 30% and that limit; note: 0% is about no effect
#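 Fluo-8 calcium influx in TRPV1-expressing cells, kinetic read (ex 480/em 520 nm). Compound added and read 3 min for agonist activity, followed by capsaicin at EC20 final and 2 min further read for enhancement.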
# KCNH2 3.1 block – blocks the human KCNH2 3.1 channel isoform. U2OS KCNH2 3.1, thallium flux FluxOr; hits give low values. activity change, % (tested at about 1.8 µM). hit rate 0.95% among 340,000;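 active = maximum activity change below -70%; inconclusive = maximum activity change from -70% to -50%; inactive = maximum activity change above -50%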;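 note: thallium influx rate constant from kinetic fluorescence after stimulation buffer; % is set by controls: 0 for no effect and ±100 for the full control effect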
#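 Channel expression came from 3.1 mutant virus (1.77 x 10^8 /mL) applied to suspended U2OS cells for 4 h. Flux was tracked with FluxOr dye plus Red40 quencher, and kinetic rate constants normalized to controls.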
# MLL CXXC-DNA inh – blocks binding of human MLL CXXC domain to DNA; Q03164; MLL-CXXC / FITC-HOXA9 DNA fluorescence polarization; Potency, µM (top dose mostly 115 µM), for inactives: top-dose activity change, negative = inhibition, most hits filed as inhibitors; hit rate 0.037% among 290,000; active = well fitted inhibition curve with a large enough effect in the polarisation, with a control signal flat, not every such curve was filed as active; inconclusive = small, poorly fitted or top-dose-only effect, or effect the other way, or a change in a side signal; inactive = no such curve, though single readings can be large or run the other way; the % refers to the polarisation; note: potency is the fitted concentration of half-maximal effect
#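 Fluorescence polarization: 7 uM MLL-CXXC (stock) preincubated 5 min with compounds, then 50 nM fluorescein-HOX-A9 DNA (stock) added; 30 min ambient. Buffer 50 mM Tris-HCl pH 7.5, 50 mM NaCl, 1 mM DTT, 0.05% BSA.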
# GALK inhibitor – blocks human galactokinase activity. Purified GALK, Kinase-Glo residual ATP luminescence. hit rate 0.007% among 270,000. Potency, µM (titrated, usually from 57.5 µM), without a hit: at the highest dose activity change, negative = inhibition, most hits filed as inhibitors. AID 1868; note: potency is the fitted concentration of half-maximal effect; % is set by controls: 0 for no effect and ±100 for the full control effect
#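 GALK at 5 nM final was combined with compound, 35 uM ATP and 100 uM galactose in HEPES pH8.0 with MgCl2 and DTT. The reaction ran one hour at room temperature before luminescent ATP detection.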
# FBPA coupling cs – inhibits coupling enzyme system, counter-screen for aldolase hits | activity change, negative = inhibition, % at 58.2 µM, hits read low | hit rate 0.67% among 290,000 | coupling enzyme system counterscreen, AmpLite Red fluorescence; in the data active = activity change below about -30%; note: % is set by controls: 0 for no effect and ±100 for the full control effect
#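 First, compound is pin-transferred into glyceraldehyde-3-phosphate coupling-enzyme reagent at 57.5 uM final and held 10 min at RT. Next, substrate, coupling system and AmpLite Red are added. After 20 min RT, fluorescence (525/598 nm) is read.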
# USP2a inh – inhibitors of human ubiquitin-specific protease USP2a. Potency, µM (highest dose often 38.3 µM), for inactives: at the highest dose activity change, negative = inhibition, hits mostly inhibitors. USP2 core, Ub-CHOP2 coupled fluorogenic reporter, 485/531. AID 463254. hit rate 0.01% among 330,000;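 note: potency is the fitted concentration of half-maximal effect; plate controls were DMSO wells for no effect and full inhibition by NEM control for full effect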
#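 Deubiquitinase activity read as fluorescence (485/531 nm) after Ub-CHOP2 cleavage activates the enterokinase reporter on its substrate; USP2 core 10nM, Ub-CHOP2 and substrate 25nM each, 30min compound preincubation then 60min RT; data normalized to NEM, curves fitted.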
# PKM2 act – PKM2 (human) enzyme activation; P14618; purified PKM2, Kinase-Glo ATP luminescence, activation; response scale: 0% is enzyme alone, no compound; Potency, µM (top dose mostly 57.5 µM), without a hit: at the top dose activation, usual class: activators; hit rate 0.34% among 260,000; AID 1631; note: potency is the fitted concentration of half-maximal effect; % is set by controls: 0 for no effect and ±100 for the full control effect; nearly all actives have a fitted effect of over 55% in size
# Target sequence (P14618 whole entry, looked up): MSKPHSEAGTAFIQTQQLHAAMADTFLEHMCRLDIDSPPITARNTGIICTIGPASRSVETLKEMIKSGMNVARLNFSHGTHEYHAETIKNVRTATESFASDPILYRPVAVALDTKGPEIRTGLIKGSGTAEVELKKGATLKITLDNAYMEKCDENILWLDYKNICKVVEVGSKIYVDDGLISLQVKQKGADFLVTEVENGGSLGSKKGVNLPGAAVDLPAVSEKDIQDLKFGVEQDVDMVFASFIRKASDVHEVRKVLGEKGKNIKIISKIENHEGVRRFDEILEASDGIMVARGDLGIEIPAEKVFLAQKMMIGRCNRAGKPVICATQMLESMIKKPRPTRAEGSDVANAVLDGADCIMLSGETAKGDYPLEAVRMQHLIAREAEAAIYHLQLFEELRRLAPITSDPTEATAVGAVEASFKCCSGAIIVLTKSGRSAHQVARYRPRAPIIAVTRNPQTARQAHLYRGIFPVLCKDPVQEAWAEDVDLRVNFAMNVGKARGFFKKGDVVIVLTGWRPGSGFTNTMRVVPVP
#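 Purified hPK-M2 (>95% pure) converted ADP (0.1 mM final) to ATP with 0.5 mM PEP in 50 mM imidazole pH7.2, KCl, MgCl2, Tween 20, BSA; 1 h at room temperature. ATP detected by Kinase-Glo luminescence.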
# Giardia killer – kills Giardia lamblia; Giardia lamblia trophozoite viability; activity change, % at 7.66 µM, hits read low; hit rate 0.15% among 340,000; in the data active = activity change below about -80%; inconclusive = between about -30% and that limit;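 note: parasites exposed to compound for two days anaerobically before the ATP read; % is set by controls: 0 for no effect and ±100 for the full control effect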
#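 Trophozoite viability was measured as ATP-dependent luminescence, read 15-30 min after reagent addition. Before that, parasites at 100 cells/well were exposed to compounds for 48 h, anaerobically, at 37 deg C.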
# Menin MLL FP TR – menin-MLL binding inhibition, Texas Red mutant peptide; O00255; Potency, µM (series often up to 61.6 µM), without a hit: at the top dose FP activity change, negative = inhibition, most hits filed as inhibitors; hit rate 0.23% among 270,000; AID 1768; Menin + Texas Red MLL mutant peptide, fluorescence polarization; active = well fitted inhibition curve with a large enough effect in the polarisation, with a control signal flat, not every such curve was filed as active; inconclusive = small, poorly fitted or top-dose-only effect, or effect the other way, or a change in a side signal; inactive = no such curve, though single readings can be large or run the other way; the % refers to the polarisation; note: potency is the fitted concentration of half-maximal effect; % of control where 0% means no effect; many of its hits are not listed in these tables
# * = called active by the depositor; ? = inconclusive; · = not tested or not shown; [ ] = remark or other dose. Unless noted, calls come from the whole dose curve; as a rule, active = well fitted curve in the direction sought with a large enough effect; inconclusive = small, poorly fitted or top-dose-only effect, or another doubt; inactive = no such curve, though single readings can be large; an effect the other way counts as inactive or inconclusive.
SMILES,B2AR arrestin,KCNH2 WT inh,TRPV1 agonist,KCNH2 3.1 block,MLL CXXC-DNA inh,GALK inhibitor,FBPA coupling cs,USP2a inh,PKM2 act,Giardia killer,Menin MLL FP TR
CS(=O)(=O)Nc1ccc(C(=O)CSc2nnc(C3CC3)n2C2CC2)cc1,0.3%,0,2,-3,·,·,·,1%,·,3,·
CCOc1ccccc1N(C(=O)Cn1nnnc1-c1ccc(C)o1)C(CC)C(=O)NC(C)(C)C (stereo not given),-0.6%,-6,?,1,-1%,-4%,-3,3%,-4%,-12,-18%
O=C1Nc2ncccc2OC1CCO (stereo not given),0.4%,5,0,11,4%,-2%,-3,1%,-1%,7,6%
CC(CCC(=O)O)C1CC[C@H]2C3CCC4CC(=O)CCC4(C)[C@H]3CC(=O)C12C (stereo not given in full),0.2%,4,-1,-4,-5%,4%,8,-4%,·,25,-8%
CCCCOc1ccccc1C1C(C(N)=O)=C(C)Nc2nnnn21 (stereo not given),-1.2%,15,0,-2,0%,0%,-1,2%,1%,2,-5%
CCOc1cc(/C=C2/C(=O)ON=C2C)ccc1OCc1ccccc1F,-0.1%,1,-3,-10,?,0%,4,-5%,16µM*,-1,?
Cc1cc(C)c2sc(N(CCCN(C)C)C(=O)c3ccc(S(=O)(=O)N(C)C4CCCCC4)cc3)nc2c1,-0.3%,10,?,-31,·,·,·,-2%,·,0,·
COc1ccc(C)cc1NC(=O)CCS(=O)(=O)c1cccc2nonc12,-0.9%,0,-8,-16,1%,5%,1,3%,4%,15,0%
Fc1ccc(CSc2ncnc3c2oc2ccccc23)cc1,-0.8%,0,-7,-6,3%,1%,7,-7%,-14%,12,-5%
Cc1cccc(NC(=O)c2ccc([N+](=O)[O-])o2)c1,0.4%,19,22,12,-8%,-1%,-7,1%,0%,-86*,·
CCCCNC(=O)N(C)c1nncnc1C(=O)NC,0.3%,-2,-2,-1,1%,0%,3,4%,-2%,-7,12%
Cc1nnc2n(-c3ccccc3)c(=O)c3c4c(sc3n12)CCCC4,0.1%,-1,-2,6,0%,·,2,2%,0%,-20,0%
O=C(NCCc1ccccc1)c1ccco1,3.1%,-5,24,-1,3%,-2%,4,2%,-8%,4,6%
CC(=O)Nc1ccc(NC(=O)C(C)OC(=O)C2CCC2)cc1 (stereo not given),-0.3%,-3,-3,6,·,·,·,0%,·,-5,·
CCCCCC(=O)NNC(=O)c1c(O)c2ccccc2n(CC)c1=O,-0.1%,6,-1,10,8%,1%,-1,0%,0%,6,?
Cc1ccc(SCC(=O)OCC(=O)NC(C)c2ccc(F)cc2)cc1 (stereo not given),-3.3%,0,?,-8,·,·,·,3%,·,-11,·
O=C(Nc1ccn(Cc2ccccc2F)n1)c1ccc(COc2ccc(Br)cc2)cc1,-0.4%,9,4,13,-1%,·,-11,-9%,-3%,-6,-16%
CCCCC(=O)NC1(C(F)(F)F)C(=O)Nc2c1c(=O)n(C)c(=O)n2C (stereo not given),-0.4%,7,-2,-7,-4%,-4%,3,1%,-1%,6,6%
CC(C)OCCCNC(=S)NNC(=O)C(c1ccccc1)c1ccccc1,0.2%,-3,4,-6,-4%,1%,0,3%,13%,4,8%
Nn1c(SCC(=O)NC2CCCCC2)nnc1-c1ccccc1F,-0.1%,-11,0,9,·,·,·,0%,·,2,·
O=C1c2nc3cc(-c4ccco4)[nH]n3c(=O)c2CN1C1CCCCC1,-1.3%,8,0,12,-19%,4%,9,1%,0%,2,·
O=C(O)CC/C(=N/NC(=O)CNC(=O)C(c1ccccc1)c1ccccc1)c1ccccc1,-0.3%,-17,9,25,-1%,·,8,0%,-1%,12,·
Cc1ccc(C)c(S(=O)(=O)N2CCCOC2CNC(=O)C(=O)NCc2ccc3c(c2)OCO3)c1 (stereo not given),-0.3%,-1,0,9,18%,2%,·,3%,-2%,-1,·
CC(C)(C)OC(=O)C[C@H]1C/C=C\C[C@@H](CC(=O)N(CCO)Cc2ccccc2)C(=O)N[C@H](Cc2c[nH]c3ccccc23)COC1=O,-0.4%,0,·,24,·,·,·,-1%,·,-8,·
COc1cccc2cc(C(C)N(CCCN3CCOCC3)C(=S)Nc3cccc(C)c3)oc12 (stereo not given),-0.1%,18,18,-5,-4%,-1%,-2,0%,-3%,17,-5%
Clc1ccc(NC2(c3nnnn3C3CCCCC3)CCCCC2)cc1,-0.5%,-6,6,-37,-12%,3%,-1,-2%,3%,-1,-1%
Cc1cccc(CN2C[C@]34C=C[C@@H](C[C@@H]3S2(=O)=O)O4)c1,-0.4%,7,-3,-11,9%,3%,5,-1%,-8%,10,·
CC1(C)C(=O)OC(c2c3ccccc3cc3ccccc23)C(C)(C)C1=O (stereo not given),-0.3%,2,17,2,0%,10%,-2,3%,-5%,11,·
COc1ccc(/C=N/N=C2/NC(=O)CC(C(=O)O)S2)cc1 (stereo not given),-0.9%,?,-5,-13,-5%,0%,5,1%,-15%,7,5%
OCCCc1cn(-c2ccccc2)c2ccccc12,-0.2%,-5,3,-12,-1%,5%,4,2%,4%,7,4%
CC(=O)Nc1ccc(OCC(O)CN2CCN(c3ccccc3Cl)CC2)cc1 (stereo not given),-0.1%,36,-2,-1,-1%,-1%,0,1%,-1%,26,4%
CCN1C(=O)CC(C(=O)NCCc2ccc(S(N)(=O)=O)cc2)SC1=Nc1ccc(OC)cc1 (stereo not given),-0.2%,-7,0,-3,7%,1%,0,0%,-3%,7,-9%
CCCCn1c(N)c(N(CCOC)C(=O)c2ccc(S(=O)(=O)N(CC)c3ccccc3)cc2)c(=O)[nH]c1=O,0.1%,-4,-3,-3,·,·,·,0%,·,0,·
CCOC(=O)CCNC(=O)Nc1ccc2nc(C)n(Cc3ccc(Cl)cc3)c(=O)c2c1,-1.2%,-18,1,6,-11%,1%,4,1%,-8%,-9,3%
COc1ccc(Cc2nc(-c3ccc(Cl)cc3)no2)cc1,-0.1%,3,6,-5,3%,-2%,0,1%,-2%,29,2%
CCCCOc1ccc(C(=O)NCC(=O)NNC(=O)C2COc3ccccc3O2)cc1 (stereo not given),0.3%,-1,0,1,·,·,·,-1%,·,-13,·
COc1cc(C(=O)O)cc(Br)c1OC1CCCC1,0.4%,-11,0,5,-1%,-3%,18,2%,-7%,-3,-6%
CCOP(=O)(OCC)c1nc(-c2ccc(Cl)cc2Cl)oc1N1CCOCC1,5.0%,9,4,5,6%,0%,0,0%,1%,-7,?
O=C(NCc1ccc2c(c1)OCO2)c1cccc(S(=O)(=O)N2CCCCC2)c1,0.0%,-23,?,8,-2%,0%,3,0%,-5%,-13,9%
O=C(NCCNC(=O)c1ccccn1)c1ccc(Cl)cc1,-0.4%,-11,3,11,-2%,0%,4,-2%,-1%,-3,-12%
Cc1ccc(N=C(NO)c2nonc2N)cc1,0.3%,3,-6,-20,-9%,-2%,0,3%,-22%,12,·
Cc1ccccc1S(=O)(=O)NCc1ccc(N2CCN(C)CC2)cc1,0.1%,3,2,4,-3%,-1%,0,6%,0%,9,·
COc1cc(C(=O)N2CCN(c3cccc(C)c3C)CC2)cc(OC)c1OC,0.2%,-1,-1,1,-10%,-2%,0,0%,6%,24,-26%
Cn1cccc1/C=C1\SC(=S)N(Nc2ccccc2)C1=O,3.1%,20,23,-22,?,1%,0,3%,2%,-18,·
O=C(CCCN1C(=O)/C(=C/c2ccccc2)SC1=S)N1CCOCC1,-0.3%,-11,?,-3,-11%,4%,0,1%,·,-6,·
CC(C)c1ccc(NC(=O)COC(=O)/C=C/c2cccc([N+](=O)[O-])c2)cc1,-0.1%,0,-11,17,1%,-1%,-13,-1%,0%,-7,12%
CN(C(=O)c1ccc2c(c1)OCO2)C1(C(=O)NC2CCCCC2)CCCCC1,-0.8%,8,?,-2,6%,0%,0,0%,3%,-19,?
Cc1ccc(CC(=O)Nc2ccc([N+](=O)[O-])cc2C)cc1,0.3%,-1,-2,3,0%,2%,1,-1%,4%,4,19%
O=C(Nc1ccnn1C1CCN(Cc2ccccc2)CC1)C1CCCC1,1.7%,35,10,16,?,-3%,3,0%,-1%,12,-26%
COc1cc(Cl)c(NC2=CC(=O)C(=O)c3ccccc32)c(OC)c1,0.4%,4,0,8,·,·,·,0%,·,-12,·
CC(C)N(CCc1ccncc1)C(=O)Nc1ccc(Cl)c(Cl)c1,0.0%,29,·,11,11%,2%,4,4%,-1%,0,1%[11.7 µM]

# This is a subset (hit frequency here may not be typical).
